High-throughput results deposited in PubChem BioAssay by several laboratories.
14-3-3 Bad inh = inhibitors of 14-3-3 zeta/Bad binding, primary screen, biochemical, TR-FRET, bovine 14-3-3 zeta. 14-3-3 protein zeta/delta (Bos taurus), P63103. TR-FRET 14-3-3zeta/Dy647-pBad peptide displacement, 1 h. inhibition, % at 21.7 µM. actives 0.71% (n = 220,000). AID 781, 2007;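 active means inhibition above about 70%, limit read from the data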;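 further: 0% = full 14-3-3 plus peptide FRET controls and 100% = background without 14-3-3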
Target sequence (P63103 whole entry, looked up): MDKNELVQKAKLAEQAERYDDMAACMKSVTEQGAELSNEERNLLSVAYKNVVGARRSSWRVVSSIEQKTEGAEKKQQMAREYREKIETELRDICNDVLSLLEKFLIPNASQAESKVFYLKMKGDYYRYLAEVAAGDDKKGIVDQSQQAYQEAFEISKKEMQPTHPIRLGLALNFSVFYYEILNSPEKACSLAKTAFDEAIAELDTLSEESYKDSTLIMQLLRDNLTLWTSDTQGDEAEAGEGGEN
CHOP inh = inhibitors of CHOP promoter induction, primary screen, cell-based, unfolded protein response, luciferase reporter; AID 2732, 2010; CHO-K1 CHOP-promoter luciferase, tunicamycin-induced, 15-18 h; inhibition, % at 10 µM; actives 3.8% (n = 220,000);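 active means compounds that reduced the stress-induced luciferase reporter signal by more than about 70% of percent inhibition, limit read from the data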;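 further: 0% = tunicamycin plus vehicle and 100% = wells without tunicamycin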
PPC-1+TRAIL kill = compounds killing PPC-1 cancer cells with TRAIL present, primary screen, TRAIL potentiator project, ATPLite luminescence, uHTS | PPC-1 cells + TRAIL, ATPLite viability luminescence | cell killing (% activity), % at 4 µM | actives 0.41% (n = 220,000);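 active means cell killing above 50% in the first pass at 4 µM, then a duplicate retest at 5 µM averaging 50% or more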;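 further: plate controls were cells with TRAIL plus DMSO for no effect and medium-only wells lacking cells for full effect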
PGE2 EP2 inh = human EP2 receptor antagonists, primary screen, TR-FRET cAMP, C6 glioma cells | C6 glioma cells expressing human EP2; cells stimulated with saturating PGE2 | inhibition, % at 25 µM | actives 0.52% (n = 260,000) | AID 1422, 2008;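 active means percent inhibition above 40 after rounding to a whole number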;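 further: rat C6 glioma host cells with rolipram phosphodiesterase inhibitor present; the protocol text gives 20 µM as final concentration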
Target sequence (P43116 whole entry, looked up): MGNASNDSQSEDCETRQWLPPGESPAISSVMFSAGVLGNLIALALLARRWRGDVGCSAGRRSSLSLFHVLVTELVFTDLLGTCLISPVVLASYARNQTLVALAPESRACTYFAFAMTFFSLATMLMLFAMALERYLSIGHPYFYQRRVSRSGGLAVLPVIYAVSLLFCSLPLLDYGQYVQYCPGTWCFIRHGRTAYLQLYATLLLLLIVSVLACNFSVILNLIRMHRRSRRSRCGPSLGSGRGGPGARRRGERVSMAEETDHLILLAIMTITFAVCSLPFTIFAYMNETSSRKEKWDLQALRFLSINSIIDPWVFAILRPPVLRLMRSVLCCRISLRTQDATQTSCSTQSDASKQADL
TRPML3 agonist = human TRPML3 channel agonists, primary screen, cell-based, HEK293 TRPML3-YFP, Fluo-8 calcium fluorescence, 3 µM. Mucolipin-3 (Homo sapiens), Q8TDD5. 100% = the carbachol control signal. activation, % at 3 µM. actives 0.29% (n = 220,000). AID 1448, 2008;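 active means activation above its plate's cutoff, the mean activation of the plate's test wells plus 3 SD, cut at about 12% in these data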;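 further: 0% = DMSO only wells and 100% = carbachol wells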
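system = HEK293 cells stably carrying human TRPML3-YFP | doses = one concentration, 3 µM nominal, 0.3% DMSO | timing = dye loading 1 h 37 °C then 30 min ambient, 125 s read | detection = Fluo-8 calcium dye fluorescence, ex 470-495, em 515-575 nm | benchmarks = high control carbachol 87 µM, low control DMSO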
NPY1 pot ag = NPY-Y1 receptor potentiators or agonists, primary screen, cell-based; Neuropeptide Y receptor type 1 (Homo sapiens), P25929; NPY-Y1 expressing cells, potentiator/agonist activation; activation, % at 3.6 µM; actives 0.37% (n = 220,000); in the data active means activation above about 33%, passing the limit was not always enough;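 further: cells stimulated with NPY at EC10 then isoproterenol at EC100; 0% = low agonist plus stimulus and 100% = saturating agonist plus stimulus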
Target sequence (P25929 whole entry, looked up): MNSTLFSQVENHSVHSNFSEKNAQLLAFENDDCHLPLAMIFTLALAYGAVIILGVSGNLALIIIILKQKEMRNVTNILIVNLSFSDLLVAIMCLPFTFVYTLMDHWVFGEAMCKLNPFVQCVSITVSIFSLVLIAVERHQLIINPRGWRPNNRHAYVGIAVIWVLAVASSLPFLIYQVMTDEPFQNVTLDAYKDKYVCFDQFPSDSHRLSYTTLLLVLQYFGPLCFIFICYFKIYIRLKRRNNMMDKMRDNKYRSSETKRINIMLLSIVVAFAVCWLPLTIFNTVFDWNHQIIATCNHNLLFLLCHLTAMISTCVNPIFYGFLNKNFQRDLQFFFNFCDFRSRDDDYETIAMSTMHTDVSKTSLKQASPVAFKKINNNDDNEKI
NPY-Y1 antag = NPY-Y1 receptor antagonists, primary screen, cell-based | HEK293-CNG Y1 cells, membrane potential fluorescence; NPY at EC95, then isoproterenol | inhibition, % at 3.6 µM | Neuropeptide Y receptor type 1 (Homo sapiens), P25929 | actives 1% (n = 200,000);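 active means inhibition above the campaign mean inhibition of all tested compounds plus 3 SD, cut at about 20% in these data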;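 further: 0% = DMSO wells given NPY plus isoproterenol and 100% = isoproterenol alone without NPY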
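Material: HEK293 cells with Y1 receptor plus CNG channel; times: compound incubation 1 h at room temperature, readout 45 min post-stimulation; signal: fluorescence, membrane potential probe; read-out basis: fluorescence ratio normalized to % inhibition between controls; benchmarks: full-block control isoproterenol-only wells, zero-block control NPY plus isoproterenol wells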
EP2 modulator = EP2 receptor modulators, cAMP readout, primary screen, cell-based, HTRF cAMP, PGE2 stimulation; AID 940, 2007; EP2-expressing cells, cAMP HTRF FRET, PGE2 co-stimulation; induction, % at 25 µM; Prostaglandin E2 receptor EP2 subtype (Homo sapiens), P43116; actives 0.83% (n = 260,000);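 active means compounds whose cAMP rise, as percent of the full-agonist control response, exceeds 60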;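 further: rat C6 glioma line stably carrying human EP2 under a CMV promoter; the protocol text gives 20 µM as final concentration; 100% = response of wells given 1 µM PGE2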
TRPN1 ag = zebrafish TRPN1 channel agonists, primary screen, cell-based, HEK293, calcium fluorescence; transient receptor potential cation channel N1 (TRPN1/NompC), Danio rerio; HEK293 zebrafish TRPN1-YFP, Fluo-8 calcium fluorescence; 100% = response to 87 µM carbachol; activation, % at 3 µM; actives 0.18% (n = 220,000); AID 1424, 2008;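 active means activation above its plate's cutoff, the mean activation of test wells on that plate plus 3 SD, cut at about 19% in these data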;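 further: 0% = DMSO alone and 100% = 87 µM carbachol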
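Material: zebrafish TRPN1-YFP in HEK293 cells. Doses: one dose of 3 µM, 0.3% DMSO. Incubation: dye 1 h 37 °C plus 30 min RT. Measured by: intracellular calcium fluorescence with Fluo-8.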
Active calls of the source: *; / = no result given; & = joins results of further samples; [ ] = dose if it differs, or a comment. The list is partial; count on the stated rates, not on these rows.

SMILES | 14-3-3 Bad inh | CHOP inh | PPC-1+TRAIL kill | PGE2 EP2 inh | TRPML3 agonist | NPY1 pot ag | NPY-Y1 antag | EP2 modulator | TRPN1 ag
C/C(=N\NC(=O)CNc1cccc(Cl)c1C)c1cccs1 | -14 | 92* | 27 | 7 | 0.2 | 3 | 1 | -7 | 0.9
CC1CCCCN1C(=S)Nc1ccc2nc3n(c(=O)c2c1)CCCCC3 (configuration not stated) | -8[fluorescence artefact?] | 42 | 1 | 7 | 0.6 | -34 | 1 | -40 | 1.2
CN1C(CC(=O)c2ccccc2)CCCC1CC(O)c1ccccc1 (configuration not stated) | 2[fluorescence artefact?] | 28 | 19 | 11&16 | 0.8 | -5 | 0 | -3&-2 | -0.5
CN1CCN(c2ccc(CNS(=O)(=O)Cc3cccc(C(F)(F)F)c3)cc2)CC1 | -10 | 27 | 24 | 8 | 4.5 | 21 | / | -14 | 10
COc1ccc(C(C)=O)c(OC(=O)c2ccco2)c1 | 5 | 9 | 14 | 23 | 0.2 | 18 | 5 | 18 | -1.1
Cc1ccccc1C(=O)c1ccc2c(c1)n(C)c(=O)n2C | -7[fluorescence artefact?] | 9 | 9 | 3 | 0.6 | -18 | 2 | 9 | 1.0
CS(=O)(=O)ON=C1CCN(S(=O)(=O)c2ccccc2)CC1 | -9 | -1 | -16 | 3 | 0.9 | 3 | 5 | 9 | 0.5
COc1cccc(C(=O)Nc2ccc(NC(C)=O)cc2)c1 | 0[fluorescence artefact?] | -21 | 7 | 10 | 0.8 | 0 | 3 | -22 | 0.6
CC(=O)Cc1nsc(NC(=O)c2c(-c3ccccc3Cl)noc2C)n1 | 5[fluorescence artefact?] | -9 | 5 | 5 | 1.0 | -4 | -1 | 16 | 0.3
Cc1nn(-c2ccc(F)cc2)c(Cl)c1/C=C/C(=O)OCC(=O)Nc1ccc(F)cc1F | 10 | 34 | 10 | 8 | 0.8 | -8 | -5 | -5 | 2.3
Cc1ccc(NC(=O)COc2cccnc2[N+](=O)[O-])cc1S(=O)(=O)N1CCCCC1 | -3[fluorescence artefact?] | 7 | 29 | 4 | 0.9 | 0 | -4 | 9 | 2.0
Cc1cc(C(=O)N2CCCC(CNS(=O)(=O)c3cccs3)C2)nn1C (configuration not stated) | -4 | -26 | 23 | 7 | 0.2 | 15 | -1 | 9 | -0.1

Overlap with the part before: 2 entries; new compounds follow.
SMILES | 14-3-3 Bad inh | CHOP inh | PPC-1+TRAIL kill | PGE2 EP2 inh | TRPML3 agonist | NPY1 pot ag | NPY-Y1 antag | EP2 modulator | TRPN1 ag
Cc1ccc(NC(=O)COc2cccnc2[N+](=O)[O-])cc1S(=O)(=O)N1CCCCC1 | -3[fluorescence artefact?] | 7 | 29 | 4 | 0.9 | 0 | -4 | 9 | 2.0
Cc1cc(C(=O)N2CCCC(CNS(=O)(=O)c3cccs3)C2)nn1C (configuration not stated) | -4 | -26 | 23 | 7 | 0.2 | 15 | -1 | 9 | -0.1
CCCCn1nnnc1NCc1cc(OC)c(OC)cc1OC | 14[fluorescence artefact?] | 8 | 3 | 8 | 1.1 | -17 | 2 | 14 | 1.3
CCn1ncc(/C=N/NS(=O)(=O)c2ccc(Cl)cc2)c1C | -17 | 13 | -9 | 6 | 0.9 | 7 | 2 | -6 | -0.5
COc1cccc(OCc2nc3ccccc3c(=O)n2N)c1 | -3 | 8 | -18 | 6 | 0.3 | -24 | 0 | 8 | 1.8
CCOC(=O)N1CCC(NC(=O)c2ccc(CO)c(C(=O)NC3CCN(C(=O)OCC)CC3)c2)CC1 | -4 | 19 | -5 | 5 | 0.5 | 7 | 4 | 14 | 0.6
O=C(COC(=O)c1ccc(Br)o1)NC1CCCCC1 | -8 | 1 | -15 | 8 | -0.2 | -6 | 3 | -23 | 0.1
CCSC(=Nc1ccccc1)Nc1ccccc1 | 8 | 14 | -10 | 6 | -0.3 | 16 | -8 | 24 | -2.5
COc1cc(NC(=O)c2ccco2)ccc1NC(=O)C(C)C | 8[fluorescence artefact?] | 80* | -9 | 0 | 1.8 | -1 | 0 | -9 | 1.9
COC(=O)C(NC(=O)c1cccnc1Cl)C(C)C (configuration not stated) | -3 | 4 | 13 | 7 | 1.0 | 23 | / | 11 | 1.2
O=C(N/N=C/c1ccco1)c1cc(C2CC2)[nH]n1 | -3 | -20 | 5 | 4 | 1.0 | -4 | / | -17 | 0.9
O=C(NCc1csc(-c2cccs2)n1)Nc1cccc(Cl)c1 | -5 | 11 | 17 | 16 | -0.5 | 6 | / | -42 | -2.5
CCOC(=O)N1CCC2(CC1)C(C#N)=C(N)Oc1n[nH]c(CSc3ccc(C)cc3)c12 | -8 | -74 | -6 | 12&21 | 0.0 | 3 | 2 | -18&-39 | -0.7
COc1ccccc1C(=O)NCCCN1CCCC1=O | 15 | -19 | -36 | 0 | 0.7 | -5 | -6 | 6 | 0.8
C#CC(C)(C)NC(=S)NC1CC2C=CC1C2 (configuration not stated) | -3 | 22 | -31 | 7 | 1.0 | 8 | / | 3 | 0.8
Cc1cc(C)c(-c2cc(NC(=O)CSc3n[nH]c(N)n3)n(-c3ccccc3)n2)cc1C | -9 | 6 | 37 | 8 | 0.2 | -1 | -8 | -15 | 0.0
O=S(=O)(NC1CCCCC1Oc1ccccc1)c1ccc(Cl)cc1 (configuration not stated) | -16[fluorescence artefact?] | 60 | 6 | 8 | 5.3 | -21 | 0 | 51 | -1.9
CC1CC(C)(C)NC(=S)N1CCC(=O)NCCc1ccc(Cl)cc1 (configuration not stated) | -3 | 1 | 3 | 5 | 0.8 | -20 | -5 | -22 | -0.4
Nc1cc(-c2ccc(Br)cc2)nc2cc(-c3ccccc3)nn12 | -18 | 82* | 4 | 7 | 0.0 | 4 | 10 | -55 | 0.5
O=C(c1oc(=O)c2ccccc2c1-c1ccccc1)N1CCN(C2CCCCC2)CC1 | -2 | 23 | -13 | 5 | 0.1 | 11 | -2 | 23 | 1.9
CNC(=O)/C(C#N)=C\c1ccc(CNS(=O)(=O)c2ccccc2)o1 | -15 | -7 | 33 | 11 | 0.8 | 9 | 2 | 12 | 2.1
Cc1ccccc1NC(=O)COC(=O)CN1C(=O)NC(C)(C)C1=O | -2 | 25 | 31 | 10 | 0.8 | 16 | 3 | 23 | -0.6
O=C(CCN1C(=O)COc2ccccc21)NCCN1CCc2ccccc2C1 | -8[fluorescence artefact?] | 28 | -19 | 15 | -0.1 | -24 | 3 | -5 | -0.1
COc1ccc(CNC(=O)COC(=O)CCC(=O)c2cccs2)cc1 | 0 | 4 | 6 | 4 | 0.1 | 1 | / | 3 | -2.7
NC(=O)c1cc(Cc2ccccc2)sc1NC(=O)c1ccco1 | 5 | 41 | 12 | 11 | -0.3 | -4 | 1 | -9 | 2.8
COc1ccc(-n2ncc(N(C)n3cccc3)c(Cl)c2=O)cc1 | -14 | -1 | 19 | 13 | -0.3 | 0 | 0 | 25 | 0.5
Cc1ccc(-c2nnc(SCC#CCOC(=O)c3cccs3)o2)cc1 | 9[fluorescence artefact?] | 38 | 0 | 7 | -0.4 | 6 | -4 | 3 | -0.2
Cc1nc(N2CCOCC2)nc(N2CCC(C)CC2)c1[N+](=O)[O-] | 5 | 41 | 31 | 7 | -0.1 | -12 | / | 30 | -1.2
COc1ccccc1OC(=O)CCN1c2ccccc2Sc2ccccc21 | -21[fluorescence artefact?] | 37 | 6 | 2 | 0.1 | 2 | -2 | 0 | 0.2
COc1ccc(NC(=S)Nc2ccccc2)cc1 | -1 | -20 | 8 | 5&12 | 1.2 | 25 | / | -14&-11 | 1.1
O=C(c1ccccc1NS(=O)(=O)c1cccs1)N1CCCC1 | 2 | 13 | -6 | 13&11 | 0.0 | 26 | 2 | 17&5 | -0.8
COc1cc(NC(=O)c2cccs2)ccc1NC(=O)c1cc2ccccc2o1 | -7 | 91* | -12 | 9 | 0.9 | 8 | -3 | 13 | 0.3
CCCNC(=O)C1CCN(c2nc(C)cc(C)n2)CC1 | -9 | -12 | 27 | 15&5 | 0.5 | -1 | 2 | -1&6 | 0.3
COc1ccc(NC(=O)Nc2ccc(F)c(Cl)c2)cc1 | -9 | 51 | 16 | 4 | 6.2 | 17 | -2 | -67 | 12
Cc1c(S(=O)(=O)Nc2ccc3c(c2)OCCO3)cnn1C | -2 | -11 | -8 | 1 | 0.9 | 1 | -2 | 23 | -0.3
Cc1cc(NC(=O)CN2CCCC2c2nc3ccccc3s2)no1 (configuration not stated) | -2 | -5 | 12 | 3 | 0.0 | 7 | -1 | -19 | -0.4
COC(=O)/C(=C\Nc1ccc(OC)cc1)NC(=O)c1ccc(Cl)cc1Cl | -6[fluorescence artefact?] | -7 | 28 | 23 | 0.2 | -15 | -5 | -25 | 0.4
O=c1[nH]c(CSc2nc3ccccc3[nH]2)nc2c1cnn2-c1ccccc1 | -14 | 56 | -4 | 7 | 4.7 | 4 | -1 | -54 | 6.9
CC(=O)N(c1ccccc1)c1nnc(-c2cnc(C)cn2)s1 | -4 | -19 | 36 | 9 | 0.4 | -4 | -4 | 26 | -1.4
O=c1[nH]nc(SCCS(=O)(=O)c2ccc(F)cc2)n1-c1ccccc1 | -10 | 21 | 4 | 13 | 0.7 | -7 | / | -21 | -0.2
O=Cc1c[nH]c2ncccc12 | -5 | 3 | -8 | 0 | 0.1 | -5 | / | 20 | 1.5

Some of the entries so far, comma-delimited.
structure,14-3-3 Bad inh,CHOP inh,PPC-1+TRAIL kill,PGE2 EP2 inh,TRPML3 agonist,NPY1 pot ag,NPY-Y1 antag,EP2 modulator,TRPN1 ag
Cc1cc(NC(=O)CN2CCCC2c2nc3ccccc3s2)no1 (configuration not stated),-2,-5,12,3,0.0,7,-1,-19,-0.4
COC(=O)/C(=C\Nc1ccc(OC)cc1)NC(=O)c1ccc(Cl)cc1Cl,-6[fluorescence artefact?],-7,28,23,0.2,-15,-5,-25,0.4
O=c1[nH]c(CSc2nc3ccccc3[nH]2)nc2c1cnn2-c1ccccc1,-14,56,-4,7,4.7,4,-1,-54,6.9
